Source: PubChem BioAssay (National Center for Advancing Translational Sciences (NCATS))
PTHR1 agonist – agonists of human PTHR1 parathyroid hormone receptor | Q03431 | HEK293 GP2 PTHR1 cells, GloSensor cAMP luminescence, 1 h | Potency, µM (top dose mostly 115 µM), for the others: at the top dose activation, most hits filed as activators | 0.075% of 410,000 active | AID 743266; further: potency means the concentration at half of the fitted maximal effect; nearly all actives have a fitted effect of over 55% in size; some results filed as inactive show a strong effect at the top dose; inactives centre near -15; many of its hits are not listed in these tables
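HEK-293-derived GP2 cells expressing PTHR1 and a GloSensor cAMP reporter, 3,000/well, plated overnight, given luciferin plus IBMX (each 0.5 mM as added) for 1 h at 37 °C, then compound for 1 h at 37 °C. Luminescence was read after 15 min at room temperature.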
EPAC2 ag – activates human EPAC2 exchange factor | 0.079% of 360,000 active | Potency, µM (top dose mostly 154 µM), inactives show at the top dose activation, actives largely listed as activators | EPAC2 activation, biochemical qHTS; response scale: 100% = 6.5 mM cAMP response; further: potency means the concentration at half of the fitted maximal effect; nearly all actives have a fitted effect of over 50% in size
Target sequence (Q8WZA2 whole entry, looked up): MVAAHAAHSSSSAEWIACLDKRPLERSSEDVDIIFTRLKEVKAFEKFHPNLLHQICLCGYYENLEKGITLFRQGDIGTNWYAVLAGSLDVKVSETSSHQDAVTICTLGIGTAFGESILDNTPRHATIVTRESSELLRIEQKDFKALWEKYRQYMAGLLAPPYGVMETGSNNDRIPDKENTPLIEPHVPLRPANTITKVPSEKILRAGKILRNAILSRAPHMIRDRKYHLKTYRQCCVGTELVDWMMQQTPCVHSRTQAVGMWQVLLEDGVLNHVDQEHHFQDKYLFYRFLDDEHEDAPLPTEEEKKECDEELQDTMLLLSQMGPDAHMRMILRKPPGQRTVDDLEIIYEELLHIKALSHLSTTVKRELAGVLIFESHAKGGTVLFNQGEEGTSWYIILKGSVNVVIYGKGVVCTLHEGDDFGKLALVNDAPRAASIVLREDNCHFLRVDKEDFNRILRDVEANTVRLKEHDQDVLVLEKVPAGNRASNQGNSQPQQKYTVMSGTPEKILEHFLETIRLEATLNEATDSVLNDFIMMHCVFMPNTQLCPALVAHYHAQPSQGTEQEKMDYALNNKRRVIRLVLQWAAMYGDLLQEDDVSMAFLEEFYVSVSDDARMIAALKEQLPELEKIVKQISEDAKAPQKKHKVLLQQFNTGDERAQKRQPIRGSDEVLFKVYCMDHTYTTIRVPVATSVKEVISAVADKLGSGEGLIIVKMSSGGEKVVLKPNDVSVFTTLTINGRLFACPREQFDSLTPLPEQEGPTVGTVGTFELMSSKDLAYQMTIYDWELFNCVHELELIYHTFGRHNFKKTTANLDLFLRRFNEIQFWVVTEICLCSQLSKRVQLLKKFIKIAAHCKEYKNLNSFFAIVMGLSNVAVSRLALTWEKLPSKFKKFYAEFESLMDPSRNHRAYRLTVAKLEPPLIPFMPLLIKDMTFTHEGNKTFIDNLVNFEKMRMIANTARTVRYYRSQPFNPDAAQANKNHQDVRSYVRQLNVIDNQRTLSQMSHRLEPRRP
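EPAC2 (100 nM) mixed with Rap1B loaded with BODIPY-GDP (250 nM) plus 50 uM unlabeled GDP; compounds pinned in, 5 min RT, then read every 5 min for 30 min (ex 480, em 540 nm). Normalized to cAMP control.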
D3 antag – antagonists of human D3 dopamine receptor. D3R cells, DiscoveRx beta-arrestin luminescence, antagonist mode; stronger effect = lower value. max response, negative = inhibition, %. 2.5% of 360,000 active. AID 652054; in the data active means max response below about -50%; inconclusive means no clear call, values can overlap the other calls; further: on the % scale 0 is the no-effect control and ±100 the full control effect; mostly tested at two doses, the higher about 12 µM
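Cells expressing the human receptor were seeded at 1500 cells/well, incubated overnight at 37 degrees C in 5% CO2, then exposed to library compounds with dopamine controls for 90 minutes at 37 degrees C before luminescent detection.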
CCT modulator – changes cytosolic chaperonin activity; purified chaperonin ATPase assay, HTRF ADP detection, 30 min; activity change, % (concentration not given with the values), hits read low; 0.3% of 360,000 active; AID 651819; in the data active means activity change below about -30%; further: on the % scale 0 is the no-effect control and ±100 the full control effect
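TRiC (40 or 20 nM final, by batch activity) in 30 mM Tris pH 7.4, 100 mM KCl, 5 mM MgCl2, 1 mM DTT was treated with compound at 76 uM single dose, then 10 uM ATP, 30 min at 37 °C. ADP was read by HTRF Transcreener.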
EPAC2 antagonist – antagonists of human EPAC2; Q8WZA2; EPAC2 GEF exchange of Rap1B-BODIPY-GDP, fluorescence; Potency, µM (highest dose often 114 µM), for the others: at the highest dose activity, negative = inhibition, most hits filed as inhibitors; 0.18% of 360,000 active; AID 720708; further: potency means the concentration at half of the fitted maximal effect; on the % scale 0 is the no-effect control and ±100 the full control effect; nearly all actives have a fitted effect of over 45% in size; many of its hits are not listed in these tables
Mm-Cpn inhibitor – inhibitors of Methanococcus maripaludis chaperonin (MmCpn); purified Mm-Cpn ATPase, ADP Transcreener TR-FRET; Potency, µM (top dose mostly 76.9 µM), for inactives: at the highest dose activity, negative = inhibition, hits mostly inhibitors; 0.031% of 330,000 active; AID 504842; further: potency means the concentration at half of the fitted maximal effect; on the % scale 0 is the no-effect control and ±100 the full control effect; nearly all actives have a fitted effect of over 80% in size
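ATP (10 uM final) was added to archaeal chaperonin (25 nM final) after 10 min exposure to test compound at 37°C; after 30 min further incubation, ADP was detected by competitive TR-FRET.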
DRD3 agonist – activates the human D3 dopamine receptor. P35462. D3R DiscoveRx beta-arrestin cells, luminescence, 90 min. max activation, %. 0.58% of 410,000 active. AID 652048; in the data active means max activation above about 30%; further: 0% is about no effect; mostly tested at two doses, the higher about 12 µM
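Cells at 1500/well, incubated overnight, then treated with pinned compounds (dopamine as control) for 90 min at 37 degrees C. DiscoveRx reagent added for 30 - 60 minutes at room temperature; luminescence read.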
Akt phos inh – blocks phosphorylation of Akt; Neuro2A IGF-stimulated pAkt S473 HTRF, 20 min; stronger effect = lower value; activity change, % for hits at 50 µM; 0.32% of 360,000 active; in the data active means activity change below about -80%; inconclusive means mostly about -51% to -80%; further: on the % scale 0 is the no-effect control and ±100 the full control effect
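Neuro2A cells in DMEM with 0.5% FBS, overnight at 37 deg C, given compound at single 50 µM final, then IGF (6 nM final) for 20 min at 37 deg C. Lysed; phospho-Akt Ser473 by HTRF after 24 h, 665/615 ratio.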
* hit, by the source's call; i = inactive; u = inconclusive; x = not tested or not shown; [ ] = another dose, or the depositor's remark. Unless noted, the call rests on the fitted dose curve; in most records, active means well fitted curve in the direction sought with a large enough effect; inconclusive means small, poorly fitted or top-dose-only effect, or another doubt; inactive means no such curve, though single readings can be large; an effect the other way counts as inactive or inconclusive.

compound	CCT modulator	Akt phos inh	EPAC2 antagonist	Mm-Cpn inhibitor	DRD3 agonist	EPAC2 ag	PTHR1 agonist	D3 antag
N#Cc1c(N2CCCCC2)nc(N)c2c(N)nc(SCC(=O)O)cc12	-1.6	i	u	-12%	5	16%	i	11
O=C(CSc1cn(CC(=O)N2CCCCCC2)c2ccccc12)NCC1CCCO1 (configuration not stated)	-1.5	i	7%	-1%	-3	-2%	i	-16
O=C(NCCc1cccc(F)c1)C1CCN(S(=O)(=O)c2ccc(F)cc2)CC1	-1.6	i	9%	3%	3	9%	i	3
CC(C)OC(=O)NCCOC(=O)Nc1ccc(Cl)cc1	-1.3	i	0%	0%	-5	8%	-22%	-16
CSc1nnc(C)c(=O)n1COC(=O)c1ccccc1	-1.8	i	1%	1%	18	9%	-4%	4
S=c1[nH]cc(Cc2ccccc2)s1	0.9	i	-9%	1%	-6	-5%	-20%	-10
CCCC(=O)Nc1nnc(S(=O)(=O)N(C)Cc2ccco2)s1	-1.7	i	2%	-2%	3	-10%	-7%	-8
CC(C)C(=O)NC(Nc1ccc(S(N)(=O)=O)cc1)C(Cl)(Cl)Cl (configuration not stated)	1.9	i	5%	-1%	3	17%	i	0
O=C(Nc1ccccc1)c1ccc(-n2cnnn2)cc1	-0.1	i	2%	-1%	-3	1%	i	-21
CC12CC3CC(C)(C1)CC(C(=O)NCc1ccncc1)(C3)C2	-1.0	i	-2%	1%	1	-5%	-19%	30
O=C(Nc1cccnc1Cl)c1cccs1	-1.5	i	0%	-2%	7	8%	-8%	-4
CCC(CC)NC(=O)Cc1ccccc1OC	-2.1	i	1%	1%	-5	0%	-3%	-21
CC(Sc1nc(-c2ccccc2)cc(=O)[nH]1)C(=O)O (configuration not stated)	-1.3	i	2%	-2%	1	10%	-11%[57.5 µM]	-26
COc1ccc(C(=O)NNC(=O)c2cc3cc([N+](=O)[O-])ccc3oc2=O)cc1OC	1.1	i	8%	1%	-23	-3%	-8%	-53*
CN(C)S(=O)(=O)c1cccc(NC(=S)NC(=O)c2ccco2)c1	-0.5	i	7%	-1%	1	-3%	i	0
CCOc1cc(CN2CCC(n3nccc3NC(=O)C3CC3)CC2)ccc1O	0.2	i	3%	-1%	-12	7%	i	4
CCC(=O)Nc1nnc(SCC(=O)NCCc2ccc(OC)c(OC)c2)s1	-0.3	i	7%	-2%	-15	2%	i	5
N#C/C(=C\c1ccccc1[N+](=O)[O-])C(=O)NCc1ccccc1	2.5	i	1%	2%	-2	9%	-31%[inhibitor]	-10
Cc1cccc(NS(=O)(=O)c2cc3c4c(c2)CC(=O)N4CCC3)c1C	2.1	i	1%	-1%	-7	-7%	u	0
Nc1cc(N)nc(SCC(=O)Nc2ccc3c(c2)OCCCO3)n1	0.4	i	-10%	-1%	1	3%	-44%[inhibitor]	-8
NNC(=O)c1sccc1OCc1ccc(F)cc1	0.2	i	-7%	0%	0	3%	-14%	4
COc1cccc(COC(=O)c2cc(S(=O)(=O)N3CCOCC3)ccc2Cl)c1OC	1.9	i	-4%	x	1	4%	-34%[inhibitor]	20
COc1ccccc1N1CCN(C(=O)c2ccc(-c3nc4ccccc4s3)o2)CC1	1.7	i	-3%	-3%	-13	7%	-37%[inhibitor]	25
Nc1cc(Br)cc2c1[nH]c(=O)c1ccccc12	0.4	i	-1%	x	3	-1%	i	21
CN1C/C(=N\S(=O)(=O)c2ccccc2)N(C)C1=O	0.2	i	5%	0%	6	6%	i	3

Entries of single compounds as entered above. Values in the order: CCT modulator	Akt phos inh	EPAC2 antagonist	Mm-Cpn inhibitor	DRD3 agonist	EPAC2 ag	PTHR1 agonist	D3 antag
CSc1nnc(C)c(=O)n1COC(=O)c1ccccc1 is listed as -1.8	i	1%	1%	18	9%	-4%	4
CC12CC3CC(C)(C1)CC(C(=O)NCc1ccncc1)(C3)C2 is listed as -1.0	i	-2%	1%	1	-5%	-19%	30
CCC(=O)Nc1nnc(SCC(=O)NCCc2ccc(OC)c(OC)c2)s1 is listed as -0.3	i	7%	-2%	-15	2%	i	5
N#Cc1c(N2CCCCC2)nc(N)c2c(N)nc(SCC(=O)O)cc12 is listed as -1.6	i	u	-12%	5	16%	i	11

The main list resumes; the two compounds before the break are reprinted first.
compound	CCT modulator	Akt phos inh	EPAC2 antagonist	Mm-Cpn inhibitor	DRD3 agonist	EPAC2 ag	PTHR1 agonist	D3 antag
Nc1cc(Br)cc2c1[nH]c(=O)c1ccccc12	0.4	i	-1%	x	3	-1%	i	21
CN1C/C(=N\S(=O)(=O)c2ccccc2)N(C)C1=O	0.2	i	5%	0%	6	6%	i	3
CCOCc1c(C(=O)Nc2cc(OCC)c(N3CCOCC3)cc2OCC)oc2ccccc12	-0.9	i	-8%	2%	12	1%	-11%	63
O=C(N[C@@H](Cc1ccccc1)C(=O)NC1CCCCC1)c1ccco1	-0.1	i	-3%	1%	2	-3%	i	0
CC(C)c1ccc(NC(=O)Nc2cnccn2)cc1	-2.3	i	2%	0%	0	8%	i	u
C=CCN1C2CCCC1CC(NC(=O)Nc1cccc(C(C)=O)c1)C2 (configuration not stated)	-0.8	i	19%	1%	0	-4%	i	-27
CCNc1nc(N)c(C(=C(C#N)C#N)c2ccccc2)s1	0.8	i	-1%	-2%	-12	-2%	i	15
CCCCN(CC)CCCNC(=O)CS(=O)(=O)Cc1nc(-c2cccc(OC)c2)oc1C	-1.9	x	4%	-1%	1	-5%	i	-51*
COc1ccc(CNC(=O)COC(=O)c2cc(-c3cccs3)nc3ccccc23)cc1OC	1.1	i	9%	-6%	0	1%	i	17
COc1ccc(NC(=O)C/C(C)=N/NC(=O)c2ccccn2)c(OC)c1	-1.1	i	10%	-2%	6	9%	i	15
Cc1cc(C)n(C(=O)COc2ccccc2C)n1	-5.7	i	5%	0%	-11	-9%	-6%	-18
O=C(O)c1ccc(S(=O)(=O)Nc2ccc(O)c(Sc3nc4ccccc4s3)c2)cc1	0.6	i	0%	1%	-2	-5%	6%	-3
O=S(=O)(/C=C/c1ccccc1)N1CCOCC1	-0.5	i	13%	1%	-1	8%	i	2
COc1ccc(CC(=O)Nc2ccccc2C(=O)N2CCCC2)cc1	-2.4	i	5%	0%	-12	6%	-9%	-16
COc1ccc(C2=CC3=C(Br)C(=O)C(C)(OC(=O)C4CCCC4)C(=O)C3=CO2)cc1 (configuration not stated)	-8.1	i	-17%	-4%	-1	17%	-7%	-26
CCN(CC)c1ccc(N=CN2CCOCC2)cc1	-1.4	i	-5%	-4%	-5	12%	3%	5
N=C(N)c1ccc(N)cc1	-1.9	i	21%	-3%	1	-3%	-20%	6
CC(Sc1nc(-c2ccccc2)cc(C(F)(F)F)n1)C(=O)O (configuration not stated)	-2.1	i	-4%	-1%	-10	9%	5%	13
CC(C)=CCN1CCN(Cc2cccn2-c2ccccn2)CC1CCO (configuration not stated)	0.8	i	4%	u	-5	16%	-12%	1
Cc1ccc(NC(=O)c2ccc(CSc3ncnc4nc[nH]c34)cc2)c(C)c1	-1.4	x	-1%	-10%	3	10%[15.6 µM]	-13%[57.5 µM]	-9
COc1cc(C(=O)N/N=C/c2ccc(OC(=O)c3ccccc3Cl)cc2)ccc1O	-3.5	i	-18%	2%	7	24%	-43%[inhibitor]	-21
CCOC(=O)/C(CCC[N+](C)(CC)CC)=N\O	-0.4	i	-26%	2%	2	13%	-11%	0
CCOCc1nnc(NC(=O)C2c3ccccc3Oc3ccccc32)s1	-1.5	i	u	-13%	-4	5%	i	-4
COc1ccccc1-c1cnc(C(O)c2ccc(Cl)c(F)c2)[nH]1 (configuration not stated)	0.9	i	6%	x	-5	9%	-24%	-10
CCOC(=O)N1CCN(C(=O)C2CCN(S(=O)(=O)c3cc(C)ccc3OC)CC2)CC1	-0.2	i	13%	-6%	-10	-6%	-13%	-6
COc1ccc(Nc2nnc(Cc3ccccc3)c(=O)[nH]2)c(OC)c1	0.6	i	1%	0%	-1	4%	i	5
CC(=O)Nc1cc(-c2nc3ccccc3o2)ccc1Cl	-0.7	i	8%	1%	7	1%	-5%	18
CC(C)C(C(=O)NCc1ccco1)N(CC1CCCO1)C(=O)CNS(=O)(=O)c1ccccc1 (configuration not stated)	-0.6	i	7%	1%	4	2%	-6%	7
Cc1c(Cl)cccc1NC(=O)CNCc1ccccc1F	-1.9	i	-3%	-2%	1	1%	i	1
O=S(=O)(Nc1cccc2ncccc12)c1cccs1	-0.2	i	5%	-3%	-19	-7%	-14%	-69*
Cc1c(NS(=O)(=O)c2ccc(NC3CCCC3)c([N+](=O)[O-])c2)c(=O)n(-c2ccccc2)n1C	-1.3	i	-5%	1%	0	-6%	i	-22
O=c1cc(-c2ccccc2)nc2nc[nH]n12	-4.0	i	4%	1%	-1	4%	-5%	-27
CCN(C(=O)COC(=O)CCC(=O)c1cccs1)C1CCCCC1	-1.2	i	-6%	-2%	-3	7%	-23%	-16
Cc1cc(NC(=O)CSc2nnc(NCc3ccccc3)s2)no1	-0.4	i	8%	0%	4	10%	i	-25
O=C(Nc1nnc(SCCC2OCCO2)s1)C1CC(=O)N(c2ccccc2)C1 (configuration not stated)	-0.5	i	-2%	-10%	4	6%	-6%	10
O=C(Nc1cc(C(F)(F)F)ccc1N1CCOCC1)c1cccc(S(=O)(=O)N2CCOCC2)c1	1.1	i	-18%	x	4	6%	i	3
O=C(CN1CCOCC1)Nc1cccc([N+](=O)[O-])c1	0.5	i	7%	x	-2	14%	i	-24

Some of the compounds tested, so the mix of outcomes need not match the whole.
